Screening data as filed in PubChem BioAssay.
MOR-DOR ag – OPRM1-OPRD1 heterodimerization agonism; P35372+P41143; cells, luminescence; activation, % at 9.3 µM; actives 0.3% (n = 340,000); AID 504326; in the data active = activation above about 18%;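 note: 0% = vehicle-treated cells and 100% = reference agonist; values of inactives mirror those of a sister screen read the other way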
HTR5A inv ag – HTR5A inverse agonism, opioid heterodimer counter-screen; P47898; HTR5A cell line, luminescence; inhibition, % at 9.3 µM; actives 0.083% (n = 340,000); AID 504634; in the data active = inhibition mostly above about 23%, no sharp cut-off; inactive = mostly below about 18%;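 note: 0% = cells with DMSO and 100% = no-cell wells with DMSO; some compounds called inactive have numbers as strong as hits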
OPRM1-OPRD1 inv – inverse agonists of human mu-delta opioid receptor heterodimerization; P35372+P41143; cell-based MOR-DOR heterodimer luminescence, inverse agonism; inhibition, % at 9.3 µM; actives 0.21% (n = 340,000); AID 504357; in the data active = inhibition above about 22%, passing the limit was not always enough;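 note: 0% = cells with DMSO and 100% = wells without cells with DMSO; values of inactives mirror those of a sister screen read the other way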
Pemphigus Ab inh – inhibitors of pemphigus antibody binding to human desmoglein-3 | DSG3-coupled beads, scFv-anti-DSG3-GFP binding, flow cytometry; hits give low values | binding (percent of control), % at 10 µM | actives 0.48% (n = 310,000) | P32926;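 active = binding more than 3 SD below its plate's average and above zero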;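 note: hits lower antibody fragment binding to DSG3; some compounds called inactive have numbers as strong as hits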
Target sequence (P32926 whole entry, looked up, the tested form may be a part): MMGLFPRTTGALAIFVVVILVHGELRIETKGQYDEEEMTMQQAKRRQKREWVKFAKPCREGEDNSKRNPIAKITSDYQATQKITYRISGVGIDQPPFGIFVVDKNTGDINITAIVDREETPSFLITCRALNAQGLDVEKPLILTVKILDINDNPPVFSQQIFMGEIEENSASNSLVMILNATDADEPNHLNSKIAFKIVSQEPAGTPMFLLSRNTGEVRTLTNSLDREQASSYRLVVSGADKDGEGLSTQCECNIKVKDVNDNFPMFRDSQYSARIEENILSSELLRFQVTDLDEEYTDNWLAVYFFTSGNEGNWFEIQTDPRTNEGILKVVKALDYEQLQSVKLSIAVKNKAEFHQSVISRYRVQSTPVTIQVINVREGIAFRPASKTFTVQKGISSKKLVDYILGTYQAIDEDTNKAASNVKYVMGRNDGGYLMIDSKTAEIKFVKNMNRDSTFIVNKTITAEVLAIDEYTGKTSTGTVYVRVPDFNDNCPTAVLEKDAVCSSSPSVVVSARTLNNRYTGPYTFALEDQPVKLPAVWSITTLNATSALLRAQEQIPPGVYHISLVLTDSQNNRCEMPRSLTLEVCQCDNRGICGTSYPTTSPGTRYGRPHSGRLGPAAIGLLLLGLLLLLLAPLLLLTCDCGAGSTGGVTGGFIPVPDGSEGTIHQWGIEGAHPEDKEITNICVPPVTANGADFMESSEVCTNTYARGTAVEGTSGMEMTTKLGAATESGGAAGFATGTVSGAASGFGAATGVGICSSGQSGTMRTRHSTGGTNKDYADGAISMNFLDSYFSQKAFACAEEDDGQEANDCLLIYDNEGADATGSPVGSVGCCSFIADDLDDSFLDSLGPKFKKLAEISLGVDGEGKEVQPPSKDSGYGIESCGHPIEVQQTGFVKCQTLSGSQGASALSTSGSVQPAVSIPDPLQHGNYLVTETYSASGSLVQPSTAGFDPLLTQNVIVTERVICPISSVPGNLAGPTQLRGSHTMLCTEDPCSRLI
Mot1-301 SUMO – inhibitors of SUMOylation pathway: yeast Mot1-301 growth rescue; S. cerevisiae Mot1-301 growth rescue, ATP luminescence, 38.5C; percent above DMSO median, 100 means doubled; growth rescue, % at 18.8 µM; actives 1% (n = 320,000);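 active = every valid replicate shows activation above 250% relative to neutral control wells; inactive = the rest, any valid replicate at or below 250%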;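 note: OY570 slx delta 5 strain wells were the positive control but not used for scaling; some compounds called inactive have numbers as strong as hits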
HTR5A ag ctr – counter-screen for OPRM1-OPRD1 agonists: human HTR5A agonism; P47898; HTR5A agonist assay, luminescence, cell-based; activation, % at 9.3 µM; actives 0.61% (n = 340,000); in the data active = activation mostly above about 9.5%, no sharp cut-off; inactive = mostly below about 7.6%;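 note: 0% = cells with vehicle only and 100% = reference agonist; strong numbers were not always called active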
PfHsp90 yeast 2 – reduces growth (ATP signal) of yeast expressing P. falciparum Hsp90 | S. cerevisiae expressing PfHsp90, BacTiter-Glo ATP, 48 h; yeast lacking PDR1 and PDR3 efflux regulators | inhibition, % at 9.4 µM | actives 0.32% (n = 310,000) | AID 504621;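 active = every replicate shows inhibition above about 80%, whatever the replicate mean, limit read from the data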;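 note: 0% = DMSO neutral controls and 100% = 20 µM radicicol positive controls; yeast relying on Plasmodium falciparum Hsp90 in place of its own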
AddAB inh – less growth of phage-infected E. coli with AddAB. actives 0.29% (n = 330,000). inhibition, % at 11.9 µM. E. coli expressing H. pylori AddAB, absorbance growth; in the data active = inhibition above about 12%;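 note: 0% = vehicle wells of infected cells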
phage Ecoli inh – E. coli growth loss with phage present. growth absorbance. inhibition, % at 11.9 µM. actives 0.26% (n = 360,000); in the data active = inhibition above about 11%
Ecoli viability – reduces bacterial viability in AddAB counter-screen | actives 0.27% (n = 330,000) | E. coli V3065 growth, OD600 absorbance, 18 h | inhibition, % at 11.9 µM;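 active = inhibition above the campaign's mean inhibition across all tested compounds plus 3 SD, cut at about 9.9% in these data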;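 note: uninfected addAB+ strain grown without phage in ampicillin broth; 0% = DMSO wells and 100% = ciprofloxacin 0.95 µg/ml wells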
PKA-R1A act – PKA-R1A complex activation; P00514+P68181; PKA-R1A dissociation, Cy5-IP20 fluorescence polarization; scaled: DMSO 0%, 113 µM cGMP 100%; activation, % at 11.4 µM; actives 0.083% (n = 340,000);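 active = percent activation above the mean of all tested compounds plus 3 SD, cut at about 19% in these data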;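 note: higher means more PKAc released from R1A so a rise in polarization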
* marks the source's active call; other numbers are inactive results; . = no result given.

SMILES	MOR-DOR ag	HTR5A inv ag	OPRM1-OPRD1 inv	Pemphigus Ab inh	Mot1-301 SUMO	HTR5A ag ctr	PfHsp90 yeast 2	AddAB inh	phage Ecoli inh	Ecoli viability	PKA-R1A act
CN1CCN(C(=O)/C(C#N)=C/c2ccc(OC(F)F)cc2)CC1	-2.9	16	15	97	.	4	-4	.	2.1	.	-10
Cc1noc(C)c1-c1ccc2nc[nH]c(=O)c2c1	-2.7	-13	14	104	12	2	23	0.4	3.1	-1.4	0
COc1ccc(Br)c(-c2nc(CS(=O)(=O)c3ccc(F)cc3)no2)c1	-2.5	0	13	109	101	0	-21	-1.1	2.7	-1.4	1
COc1cc(NC(C)=O)c2ncccc2c1NC(C)=O	-2.8	-8	13	105	-15	2	1	0.0	-1.3	-0.3	15
CCOC(=O)c1nn(-c2ccc(C)c(C)c2)c(=O)c2c(N)scc12	3.8	4	-24	103	-3	4	-20	0.0	3.9	-0.9	12
C#CCCOC(=O)N1C2=NC(C(=O)OC)=C(C(=O)OC)[C@@H]3Nc4ccccc4[C@]23C[C@H]1C(=O)OC	-2.5	8	12	96	1	-1	5	0.7	-0.9	-0.7	-11
Cc1nnc(SC(C)C(=O)NC2CCCc3ccccc32)n1-c1ccccc1 (configuration not stated)	-2.0	11	11	98	-8	-2	-2	0.7	2.4	2.6	5
CCc1ccc2c(c1)Sc1ccccc1CC2N1CCN(C)CC1 (configuration not stated)	8.1	-5	-40	102	-15	9	8	-0.5	1.6	-1.1	-5
CCS(=O)(=O)c1nc(S(=O)(=O)c2ccc(Cl)cc2)c(NCc2ccco2)s1	-2.8	-10	14	.	10	-2	-16	0.6	1.2	1.7	-19
COc1ccc(CNC(=O)C(c2ccco2)N(C(=O)Cc2cccs2)c2cccnc2)cc1 (configuration not stated)	-1.5	14	8	96	6	-5	-78	2.1	-0.1	0.8	2
COC(=O)c1sc(S(=O)(=O)N2CCN(c3ccc(OC)cc3)CC2)c(C(=O)OC)c1C	-0.9	-22	5	101	2	0	11	2.8	2.8	-0.9	-13
COc1cccc(-c2nnc(Nc3nc4c(F)cccc4s3)o2)c1	-0.2	8	1	88	188	0	3	-1.3	2.4	-3.8	6
CCn1cc(S(=O)(=O)NCCc2ccc(F)cc2)cn1	-2.0	4	10	.	-2	-1	1	2.3	-1.3	2.6	-10
CCOc1ccc(S(=O)(=O)NCCC(=O)N2CCCN(C)CC2)cc1	-2.8	-2	15	106	-4	5	-4	4.8	3.3	0.1	7
CCOc1cc(C2C(C(=O)c3ccco3)=C(O)C(=O)N2CCc2ccccc2)ccc1O (configuration not stated)	-2.6	8	15	100	9	2	0	-0.1	1.6	-3.0	2
Cc1ccc(N=Nc2c(N)nn3c(C)cc(C)nc23)cc1	-2.7	-16	15	124	12	1	-28	5.1	2.9	-1.6	5
CCOc1ccccc1N(C)C(=O)c1nn(-c2ccc(OC)cc2OC)c(=O)c2ccccc12	0.0	-3	0	92	-11	1	9	-4.2	2.0	-0.9	1
COc1ccc(N2C(=O)c3ccc(C(=O)Nc4ccccc4OC)cc3C2=O)cc1	-2.1	6	10	121	9	-2	10	2.2	0.6	-0.6	-1
O=C(CN1CCOCC1)Nc1ccc(F)cc1	-1.0	-6	5	104	228	2	-10	1.6	-0.4	1.9	7
Cc1ccc(C)c(N(Cc2cc3ccc(C)cc3[nH]c2=O)C(=O)c2ccco2)c1	-0.4	-26	2	111	76	-6	7	4.2	2.1	-0.9	-3

Part of the list above in order of molecular weight, largest number first.
SMILES	MOR-DOR ag	HTR5A inv ag	OPRM1-OPRD1 inv	Pemphigus Ab inh	Mot1-301 SUMO	HTR5A ag ctr	PfHsp90 yeast 2	AddAB inh	phage Ecoli inh	Ecoli viability	PKA-R1A act
COc1ccc(CNC(=O)C(c2ccco2)N(C(=O)Cc2cccs2)c2cccnc2)cc1 (configuration not stated)	-1.5	14	8	96	6	-5	-78	2.1	-0.1	0.8	2
CCOc1ccccc1N(C)C(=O)c1nn(-c2ccc(OC)cc2OC)c(=O)c2ccccc12	0.0	-3	0	92	-11	1	9	-4.2	2.0	-0.9	1
CCOc1cc(C2C(C(=O)c3ccco3)=C(O)C(=O)N2CCc2ccccc2)ccc1O (configuration not stated)	-2.6	8	15	100	9	2	0	-0.1	1.6	-3.0	2
COc1ccc(N2C(=O)c3ccc(C(=O)Nc4ccccc4OC)cc3C2=O)cc1	-2.1	6	10	121	9	-2	10	2.2	0.6	-0.6	-1
Cc1ccc(C)c(N(Cc2cc3ccc(C)cc3[nH]c2=O)C(=O)c2ccco2)c1	-0.4	-26	2	111	76	-6	7	4.2	2.1	-0.9	-3
CCOc1ccc(S(=O)(=O)NCCC(=O)N2CCCN(C)CC2)cc1	-2.8	-2	15	106	-4	5	-4	4.8	3.3	0.1	7
CCn1cc(S(=O)(=O)NCCc2ccc(F)cc2)cn1	-2.0	4	10	.	-2	-1	1	2.3	-1.3	2.6	-10
O=C(CN1CCOCC1)Nc1ccc(F)cc1	-1.0	-6	5	104	228	2	-10	1.6	-0.4	1.9	7

Carrying on.
SMILES	MOR-DOR ag	HTR5A inv ag	OPRM1-OPRD1 inv	Pemphigus Ab inh	Mot1-301 SUMO	HTR5A ag ctr	PfHsp90 yeast 2	AddAB inh	phage Ecoli inh	Ecoli viability	PKA-R1A act
COC(=O)[C@@H]1C[C@]2(OC(=O)c3ccccc3)C=CC(=O)C[C@@H]2N1C(=O)OCc1ccccc1	-1.3	-20	6	104	-11	2	19	3.7	1.6	-2.6	2
CCCCn1c(N)c(-c2nc3ccccc3o2)c2c([N+](=O)[O-])nn(C)c(=O)c21	-1.8	-2	11	85	-2	1	1	5.0	3.6	-0.8	3
COc1ccc(/C=N/Nc2ncnc3scc(-c4ccccc4)c23)cc1OC	1.5	-33	-8	98	-20	2	-2	-1.8	1.6	-0.7	-7
Cc1cc(NC(=O)c2cc(-c3ccco3)on2)n(-c2ccccc2)n1	-3.3	-30	18	98	23	-2	-31	-0.9	1.2	-0.3	-4
COc1ccc(Cl)cc1NC(=O)CN(C)C(=O)Cc1ccsc1	-1.9	2	11	101	-5	-1	-4	-0.7	2.9	-0.6	-8
CC(=O)c1cc2c(cc1NS(=O)(=O)c1ccccc1Br)OCO2	-2.9	-5	16	103	-6	2	-16	2.9	3.1	-2.3	-10
CC1(C)CC(=O)C2=C(C1)Nc1ncnn1C2c1ccccn1 (configuration not stated)	-1.1	-27	6	108	1	-1	7	0.3	0.5	0.2	-6
Cc1n[nH]c(=O)c2c(NC(=O)CSc3nnc(-c4ccncc4)n3C)oc(C)c12	-1.6	13	9	96	-13	1	-14	4.8	1.4	-0.8	-5
COc1cc(C(=O)Nc2ccc(NC(=O)C3CC3)nc2)cc(OC)c1OC	-2.9	-2	15	103	-11	-2	19	-0.3	2.0	2.3	-3
C/C=C(\C)C(=O)OC(C)(C)[C@H]1Cc2cc3ccc(=O)oc3cc2O1	1.0	-6	-4	104	-15	2	-4	-1.4	4.3	-2.0	0
COCCNc1c2c(c(C#N)c3nc4ccccc4n13)CCCC2	1.1	1	-6	110	0	0	-31	2.4	0.3	1.6	5
Clc1ccc(C2=Nn3c(Cn4nnc5ccccc54)nnc3SC2)cc1	.	.	.	107	-35	.	.	4.6	0.9	2.8	.
CCSc1cc(N2CCCC2)nc(-c2ccc(F)cc2)n1	-0.4	-7	2	102	6	2	-7	-1.8	2.9	1.5	-9
COc1ccc(S(=O)(=O)N2CCC(C(=O)NCCC(=O)Nc3cccc(Cl)c3)CC2)cc1	-2.5	-4	13	83	152	0	19	0.0	1.7	-3.1	-2
CC(C)c1nc(C#N)c(N2CCOCC2)o1	-0.7	4	4	96	-10	-1	10	1.6	4.9	-2.3	-5
c1ccc2oc(SCc3cn4ccccc4n3)nc2c1	-2.0	18	12	114	8	13	-9	4.7	7.2	6.2	0
O=C(CSc1nnc(-c2ccncc2)o1)Nc1cc(F)ccc1F	-2.4	18	10	114	65	1	13	-0.6	0.1	-0.9	5
O=C(NCC1CCS(=O)(=O)C1)NCC1CCS(=O)(=O)C1 (configuration not stated)	-2.2	-2	12	99	-13	-1	7	0.3	1.4	0.0	-7
O=C(Cn1ccc([N+](=O)[O-])n1)N1CCc2ccccc21	-1.2	-13	6	93	-13	-4	-11	1.7	0.8	0.2	3
CN1CCN(CCNC(=O)Nc2ccccc2[N+](=O)[O-])CC1	-2.4	-29	11	108	40	8	5	0.7	2.0	1.0	10
O=C(N/C(=C\c1cccc([N+](=O)[O-])c1)C(=O)N1CCOCC1)c1ccc([N+](=O)[O-])cc1	0.1	-2	0	86	-5	1	3	2.0	4.9	1.3	-4
O=C1CCN(Cc2ccccc2)CCN1[C@H](COc1ccccc1)Cc1ccccc1	25*	7	-140	106	0	5	5	2.4	1.6	1.7	-1
CCNc1ccc(C(=O)OCC(=O)NCCN2C(=O)CSC2=O)cc1[N+](=O)[O-]	-0.3	9	1	119	11	-4	.	-1.1	2.3	0.2	-3
CCc1cccc(CC)c1NC(=O)CSc1nc2ccc(N3C(=O)C4C5C=CC(C5)C4C3=O)cc2s1 (configuration not stated)	1.4	-9	-8	.	-4	-3	18	-0.4	1.6	-2.9	5
COc1ccccc1-c1nnc2sc(COc3ccc(Cl)cc3Cl)nn12	-1.5	-8	8	95	14	10	23	0.2	-0.7	-1.3	-6
Cc1cc(C)c2c(N)c(C(=O)Nc3nccs3)sc2n1	-1.4	-11	7	116	-11	-1	8	2.3	3.5	1.6	-2
CCOC(=O)c1cnn(-c2ccccc2)c1NC(=O)c1ccccc1C	-2.8	-8	16	99	-12	0	-1	2.9	0.0	1.1	-12
COCCN(C(=O)Nc1ccc(OC)cc1OC)C1CCN(C(C)C)CC1	0.9	-13	-6	97	-8	5	7	2.7	3.6	2.7	8
CCOC(=O)N1CCN(Cc2nc3c(c(=O)n(C)c(=O)n3C)n2CCCc2ccccc2)CC1	-1.0	30	5	99	-14	1	-13	3.4	1.9	-1.3	1
CC(C)C(=O)NC(c1cccc([N+](=O)[O-])c1)c1c(O)ccc2ccccc12 (configuration not stated)	-1.3	-3	8	78	117	1	-10	3.6	3.8	-0.2	4
CC(C)=CCc1c(O)c(CC=C(C)C)c2occ(-c3ccc(O)cc3)c(=O)c2c1O	4.5	-5	-25	105	20	-2	-18	4.7	-2.3	-0.3	6
O=C(Nc1c(C(=O)N2CCOCC2)cnn1-c1ccccc1)c1ccccc1	1.3	2	-7	98	-2	3	.	0.2	1.9	2.3	0
O=C(CCN1C(=O)[C@@H]2Cc3ccccc3CN2C1=O)N[C@@H](Cc1ccccc1)C(=O)O	-0.5	-63	3	97	0	-2	12	5.4	0.8	2.5	1
CC(=O)Nc1ccc(S(=O)(=O)Nc2cc(Cl)ccc2N2CCOCC2)cc1	1.3	9	-5	.	-11	-4	-11	0.2	-0.1	1.1	-1
